NPC1 prom act – NPC1 promoter activation. Potency, µM (titrated, usually from 9.22 µM), for the others: at the highest dose activation, usual class: activators. AID 485313. Huh7 NPC1 promoter luciferase reporter, 24 h. hit rate 2.4% among 320,000;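 also: potency is read from the fitted curve at half-maximal effect; % of control where 0% means no effect; nearly all actives have a fitted effect of over 60% in size; reporter is driven by a mutant NPC1 promoter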
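Luciferase expression driven by the NPC1 promoter was measured in stably transfected Huh7 cells after a 24 h compound incubation, using a luciferase reagent and a luminescence read.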
Giardia kill – kills Giardia lamblia; Giardia lamblia trophozoite viability; activity change, % at 7.66 µM, hits read low; hit rate 0.15% among 340,000; AID 540267; in the data active = activity change below about -80%; inconclusive = between about -30% and that limit;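 also: parasites exposed to compound for two days anaerobically before the ATP read; % is scaled to controls: 0 for no effect and ±100 for the full control effect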
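Giardia trophozoites, 100 cells per well, were exposed to compounds for 48 hrs at 37 deg C under anaerobic conditions; viability was then read as ATP content by bioluminescence after 15-30 min at room temperature.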
FBPA coupling cs – counter-screen for Giardia aldolase inhibitors: coupling enzyme system; activity change, negative = inhibition, % at 58.2 µM, hits read low; AID 2472; coupling enzyme system counterscreen, AmpLite Red fluorescence; hit rate 0.67% among 290,000; in the data active = activity change below about -30%; also: % is scaled to controls: 0 for no effect and ±100 for the full control effect
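Fluorescence at 525 nm excitation and 598 nm emission measured inhibition of the coupled detection system without aldolase. Compounds (at 57.5 uM final) were preincubated 10 min at room temperature with coupling enzyme reagent before a 20 min substrate/AmpLite Red step.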
KCNH2 3.1 block – inhibitors of human KCNH2 3.1 potassium channel isoform. U2OS KCNH2 3.1, thallium flux FluxOr; stronger effect = lower value. activity change, % (tested at about 1.8 µM). hit rate 0.95% among 340,000. AID 720553;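 active = maximum activity change below -70%; inconclusive = maximum activity change from -70% to -50%; inactive = maximum activity change above -50%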;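 also: thallium influx rate constant from kinetic fluorescence after stimulation buffer; % is scaled to controls: 0 for no effect and ±100 for the full control effect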
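Thallium flux read-out: FluxOr dye with Red40 quencher in HBSS/HEPES, 45 min at RT. Rate constants from kinetic reads were normalized to positive and negative DMSO controls. Cells: U2OS virally expressing the 3.1 isoform.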
uPA generation – blocks generation of uPA at the cell surface. hit rate 0.31% among 330,000. cell surface uPA generation assay, qHTS. Potency, µM (doses to about 38.3 µM), inactives show at the highest dose activity change, negative = inhibition, usual class: inhibitors; active = well fitted inhibition curve with a large enough effect; inconclusive = small, poorly fitted or top-dose-only effect; inactive = no such curve, though single readings can be large or run the other way; tested in mouse RAW 264.7 cells; also: potency is read from the fitted curve at half-maximal effect; % is scaled to controls: 0 for no effect and ±100 for the full control effect; nearly all actives have a fitted effect of over 55% in size
ELG1 genotox – inducers of genotoxicity in HEK293T ELG1-luciferase cells; HEK293T ELG1-luciferase reporter, luminescence, 16 h; Potency, µM (highest dose often 46 µM), for the others: at the highest dose activity change, positive = activation, usual class: activators; hit rate 1.3% among 330,000; also: potency is read from the fitted curve at half-maximal effect; % of control where 0% means no effect; nearly all actives have a fitted effect of over 60% in size
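Cells (2,000/well) expressing the ELG1-luciferase fusion are dosed by pin tool and kept 16 hr at 37 °C, 5% CO2. Signal comes from ONE-Glo luciferase reagent after 30 min at room temperature.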
Rab9 prom act – Rab9 promoter activation. Huh7 Rab9 promoter-luciferase reporter, luminescence, 24 h. Potency, µM (doses to about 9.22 µM), without a hit: at the highest dose activation, negative = inhibition, most hits filed as activators. hit rate 2.8% among 320,000. AID 485297; also: potency is read from the fitted curve at half-maximal effect; % of control where 0% means no effect; nearly all actives have a fitted effect of over 60% in size
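Stable Rab9-luc Huh7, 1500 cells/well, 2 h settle; cmpd in DMSO, 24 h, 37 °C/5% CO2; luciferase reagent 10 min RT; luminescence.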
RORg inh – blocks mouse ROR gamma transcriptional activity; Drosophila S2 Gal4-RORgamma UAS-luciferase reporter, 20 h; Potency, µM (highest dose often 53.6 µM), without a hit: at the top dose activity change, negative = inhibition, actives largely listed as inhibitors; AID 2551; hit rate 5.4% among 310,000; also: potency is read from the fitted curve at half-maximal effect; % is scaled to controls: 0 for no effect and ±100 for the full control effect; nearly all actives have a fitted effect of over 60% in size
Target sequence (P51450 whole entry, looked up, the tested form may be a part): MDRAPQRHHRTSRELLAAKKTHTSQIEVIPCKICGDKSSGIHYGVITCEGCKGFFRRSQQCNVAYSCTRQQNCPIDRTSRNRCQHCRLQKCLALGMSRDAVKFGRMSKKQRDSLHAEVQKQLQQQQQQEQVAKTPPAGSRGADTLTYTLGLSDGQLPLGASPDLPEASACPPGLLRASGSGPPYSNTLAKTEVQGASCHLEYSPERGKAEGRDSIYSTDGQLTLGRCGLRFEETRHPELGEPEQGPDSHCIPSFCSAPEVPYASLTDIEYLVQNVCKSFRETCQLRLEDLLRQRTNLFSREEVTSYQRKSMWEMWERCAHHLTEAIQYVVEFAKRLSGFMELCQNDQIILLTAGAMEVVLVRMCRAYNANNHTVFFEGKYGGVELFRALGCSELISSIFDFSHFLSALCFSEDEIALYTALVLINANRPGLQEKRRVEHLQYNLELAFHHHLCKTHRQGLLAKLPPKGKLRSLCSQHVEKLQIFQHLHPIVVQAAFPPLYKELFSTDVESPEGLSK
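Luciferase reporter read in Schneider cells carrying Gal4-RORγ (mouse) and UAS-Photinus luciferase; cells given compound 1 h before 700 uM copper sulfate induction, then incubated 20 h at ambient temperature.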
Tb PFK block – inhibitors of T. brucei phosphofructokinase. hit rate 0.17% among 330,000. Potency, µM (titrated, usually from 57.5 µM), without a hit: top-dose activity, negative = inhibition, actives largely listed as inhibitors. T. brucei PFK, ADP-Glo luminescence. AID 485367. O15648;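 also: potency is read from the fitted curve at half-maximal effect; 0% = uninhibited 1x PFK enzyme wells and -100% = no-enzyme wells; nearly all actives have a fitted effect of over 60% in size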
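Compounds were pin-transferred as a titration series up to 57 uM into substrate buffer (0.5 mM F6P, 0.1 mM ATP, pH 8.0), then 1.25 nM PFK was added and reactions ran 45 min before ADP-Glo detection.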
Gal4-VP16 FLuc – counter-screen for ROR gamma inhibitors: Gal4-VP16 reporter. AID 2546. hit rate 3.5% among 310,000. Drosophila S2 Gal4-VP16 UAS-luciferase, luminescence, 20 h. Potency, µM (doses to about 53.6 µM), for the others: at the highest dose activity, negative = inhibition, hits mostly inhibitors;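 also: Gal4-VP16 expression switched on by copper sulfate through the metallothionein promoter; potency is read from the fitted curve at half-maximal effect; % is scaled to controls: 0 for no effect and ±100 for the full control effect; nearly all actives have a fitted effect of over 50% in size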
FLuc counter – inhibits or activates purified firefly luciferase, miR-21 counter-screen; P08659; purified FLuc, Km substrates, luminescence inhibition; Potency, µM (doses to about 57.5 µM), inactives show at the top dose activity change, negative = inhibition, actives largely listed as inhibitors; hit rate 6.9% among 360,000;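 also: potency is read from the fitted curve at half-maximal effect; plate controls were vehicle for no effect and reference inhibitor for full effect; nearly all actives have a fitted effect of over 55% in size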
Target sequence (P08659 whole entry, looked up): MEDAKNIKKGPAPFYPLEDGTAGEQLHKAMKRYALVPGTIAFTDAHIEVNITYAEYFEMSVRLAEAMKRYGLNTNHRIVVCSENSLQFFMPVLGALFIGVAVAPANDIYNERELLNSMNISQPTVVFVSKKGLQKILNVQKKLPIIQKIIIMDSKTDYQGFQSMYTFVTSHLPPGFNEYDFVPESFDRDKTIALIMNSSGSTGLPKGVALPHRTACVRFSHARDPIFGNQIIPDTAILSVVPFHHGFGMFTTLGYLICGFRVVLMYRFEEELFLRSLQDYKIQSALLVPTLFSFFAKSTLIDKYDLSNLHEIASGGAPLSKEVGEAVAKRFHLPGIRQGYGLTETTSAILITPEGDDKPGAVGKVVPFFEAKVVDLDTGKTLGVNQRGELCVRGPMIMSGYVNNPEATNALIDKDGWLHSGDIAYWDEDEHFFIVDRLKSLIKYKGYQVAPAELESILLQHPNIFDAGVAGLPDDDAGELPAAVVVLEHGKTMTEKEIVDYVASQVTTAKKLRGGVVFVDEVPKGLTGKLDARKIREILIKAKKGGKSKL
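Purified P. pyralis luciferase, 10 nM final, with Km-level 10 uM D-luciferin and 10 uM ATP in 50 mM Tris acetate pH 7.5, 10 mM Mg acetate, 0.01% Tween-20, 0.05% BSA; 6-point qHTS titration about 60 µM downward; luminescence read.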
An asterisk follows results filed as active; ? = inconclusive; nt = no result given; & = joins results of further samples; [ ] = another dose, or the depositor's remark. Unless noted, calls follow the shape of the dose curve; as a rule, active = well fitted curve in the direction sought with a large enough effect; inconclusive = small, poorly fitted or top-dose-only effect, or another doubt; inactive = no such curve, though single readings can be large; an effect the other way counts as inactive or inconclusive. No enrichment for hits; any-hit rate near 14%.

canonical_smiles	NPC1 prom act	Giardia kill	FBPA coupling cs	KCNH2 3.1 block	uPA generation	ELG1 genotox	Rab9 prom act	RORg inh	Tb PFK block	Gal4-VP16 FLuc	FLuc counter
COc1ccc(/C=N/Nc2c(Cl)cc(Cl)cc2Cl)cc1CN1CCOCC1	2%	-5	0	-39	-5%	-5%	-2%	31%	8%	3%	3%
COc1ccc(-c2noc(CSc3nc4ccccc4c(=O)n3-c3ccc(C)cc3)n2)cc1	2%	5	-1	14	10%	4%	-8%	-1%	3%	-14%	-1%
CC1CCCC(NC(=O)CN2C(=O)c3cccnc3Oc3ccc(Cl)cc32)C1C (stereo not given)	-1%	5	0	-29	21%	8%	-2%	5%	-3%	4%	1%
O=[N+]([O-])c1nn(-c2ccc3c(c2)OCCO3)n(O)c1=NCCC1=CCCCC1	?	-93*	-2	4	-6%	?	3.5µM*	-21%	3%	?	?
Cc1ccnc(NC(=O)c2ccccc2NC(=O)c2ccccc2)c1	-2%	-14	0	2	-4%	-5%	0%	?	-2%	-13%	?
COc1cc(/C=N/NC(=O)CCn2cnc(-c3ccccc3)c2-c2ccccc2)ccc1O	-1%	-14	0	1	4%	2%	-3%	?	0%	?	3%
CC(=O)C1=C(C)NC(SCC(=O)c2ccc(F)cc2)=C(C#N)C1CC(C)C (stereo not given)	10%	8	-1	-7	9%	10%	5%	5.6µM*	6%	7.1µM*	?
Cc1ncc([N+](=O)[O-])n1CCOC(=O)Nc1ccc([N+](=O)[O-])cc1	0%	-83*	1	-28	1%	0%	-1%	3%	-8%	4%	1%
O=C1CC(c2ccccc2)CC(O)=C1C=Nc1ccc(O)cc1 (stereo not given)	-8%	2	0	8	-13%	-2%	-3%	-1%	-1%	-1%	?
Cc1ccc(S(=O)(=O)N2CCN(C(=O)c3ccccc3)CC2)cc1	-3%	4	4	23	-3%	0%	-1%	0%	1%	-13%	7%
CCc1nc(N2CCC(C)CC2)c2oc3ccccc3c2n1	0%	0	0	-12	nt	0%	8%	11µM*	-1%	?	-12%
Cc1ccccc1C(=O)NC1CCN(CC(=O)Nc2nccs2)CC1	-3%	15	1	-2	7%	-7%	1%	11%[0.365 µM]	-3%	nt	-3%
O=C(CN1C(=O)c2ccccc2S1(=O)=O)NCc1c(F)cccc1F	0%	-11	nt	-9	-6%	1%	-4%	nt	4%	nt	2%
COc1cccc(/C=N/NC(=O)CCc2ccccc2)c1	1%	-9	0	14	-8%	3%	1%	16%	0%	1%	11µM*
Cc1ccc(S(=O)(=O)Nc2ccc3c(c2)nc(CN2CCCC2)n3C)cc1	-2%	34[activator]	1	1	-1%	-1%	-2%	-20%	-1%	3%	2%
CSc1cccc(NC(=O)Nc2nc3c(C)cccc3s2)c1	17%	-20	-2	6	11%	-1%	-3%[1.84 µM]	-14%	-19%	-11%	-17%
O=c1c2ccccc2nnn1CCN1CCOCC1	0%	-9	4	-8	5%	9%	3%	-4%	0%	-13%	0%
COCC(=O)NC1CCN(CC(=O)Nc2ccccc2[N+](=O)[O-])CC1	-4%	1	2	-1	0%	1%	-4%	-6%	0%	-16%	-2%
Cc1cccc(-c2c3c(=O)n(C)c(=O)n(C)c3cn2CCO)c1	5%	-20	1	-11	2%	2%	2%	-13%	0%	6%	1%
O=C(NCCC(=O)N1O[C@@H]2C=C[C@H]1C2)OCC1c2ccccc2-c2ccccc21	nt	-9	nt	2	-5%	6%	nt	nt	-1%	nt	nt
Clc1ccsc1-c1ccc2ccccc2n1	?	-3	-1	-1	-8%	?	?	?	-3%	?	11µM*
Cc1cc(C)cc(OCC(=O)OCC(=O)N(CC(C)C)c2c(N)n(Cc3ccccc3)c(=O)[nH]c2=O)c1	2%	10	nt	6	-1%	0%	-3%	nt	0%	nt	-2%
OCCCNC(=S)Nc1ccc(Oc2ccccc2)cc1	-2%	-1	4	3	-2%	0%	-5%	-14%	-3%	?	-15%
Cc1cc(=O)oc2cc(OCC(=O)NC3CCCC3)ccc12	1%	-18	0	-5	6%	7%	-1%	0%	2%	-1%	0%
Cc1cc(NC(=O)c2cc(CC(C)C)on2)n(-c2ccccc2)n1	-1%	-10	1	23	-1%	0%	0%	?	5%	-5%	0%
COc1cc(O)oc1C=Nc1ccc(Cl)cc1	-4%	7	-2	0	2%	1%	0%	9%	-1%	-14%	-12%
COCc1cc(=O)[nH]c(/N=C(\N)Nc2cccc(Cl)c2)n1	0%	-2	-2	-10	-6%	-2%	-1%	6%	4%	10%	-2%
COc1cc(C2NC(=O)CS2)cc(OC)c1OC (stereo not given)	-1%	2	-3	-1	4%	0%	-5%	-12%	2%	-8%	-3%
CCOC(=O)C1(CCOc2ccccc2)CCN(Cc2cnc(C)s2)CC1	1%	1	3	-8	-5%	-6%	2%	-3%	4%	-10%	-2%
COc1ccc(/C=N/NC(=O)CN2CCCC2)cc1	7%	-24	-1	-2	14%	-4%	0%	-9%	-1%	-3%	-3%
O=C(NCC1CCCO1)c1ccccc1NS(=O)(=O)c1cccc([N+](=O)[O-])c1 (stereo not given)	nt	?	nt	-44	?	-3%	nt	nt	0%	nt	nt
CCOC(=O)c1ccc(N/C=C/C(=O)c2ccc(OC)cc2)cc1	-1%	2	0	-5	-3%	7%	1%	-14%	-2%	-28%	0%
CCC1Sc2ccc(S(=O)(=O)CCC(=O)NCc3cccs3)cc2NC1=O (stereo not given)	-10%	-18	-4	4	-21%	-2%[9.26 µM]	1%	21%	0%	-3%	-3%
Cc1ccccc1Nc1c(-c2ccccc2)nc2ncccn12	0%	11	-1	1	3%	5%	-4%	-18%	-5%	6%	-1%
N#CC1=C(N)C2=C(N3CCCCC3)CCCC2C1(C#N)C#N (stereo not given)	-1%	-13	-14	-4	2%	-3%	4%	-16%	3%	-6%	0%
CCOc1ncccc1C(=O)NCCCSc1ccccc1	-7%	1	1	1	8%	0%	-5%	-9%	-5%	-4%	3%
COc1ccc(Cn2c(-c3ccco3)nc3c(c(=O)c4ccccc4n3C)c2=O)cc1	-1%	4	3	8	2%	0%	-4%	31%	3%	5%	-4%
CC(C)(C)c1cc(C(=O)N2CCN(c3ncccn3)CC2)ccn1	nt	-16	0	5	1%	nt	nt	?	nt	-9%	6%
COc1ccc(CCn2c(N)c(S(=O)(=O)c3cccs3)c3nc4ccccc4nc32)cc1OC	-3%	14	1	4	9%	-9%	8%	31%	2%	-7%	-1%
O=C1N(CCCCN2C(=O)C3(OCCO3)c3ccccc32)c2ccccc2C12OCCO2	1%	19	-3	-1	1%	-20%	-5%	20%	9%	12%	3%
COCCCN(C(C)=O)c1nc(-c2ccccc2)cs1	29%	1	0	18	-1%	13µM*	?	29%	-7%	9%	?
CCN1C(=O)/C(=C2/SC(C)=C(C)N2CC)SC1=S	-11%	5	1	-14	6%	0%	4%	9%	-4%	-2%	-5%
CC(=O)/C(N=Nc1ccc2c(c1)OCO2)=C(\C)O	2.8µM*	-15	-1	0	4%	?	3.5µM*	-8%	-3%	-3%	21µM*
Cc1ccc(C(=O)N/C(=C\c2ccco2)C(=O)NC2CCS(=O)(=O)C2)cc1 (stereo not given)	-1%	-13	1	25	1%	-1%	-2%	-1%	10%	0%	3%
CC(Sc1n[nH]c(N)n1)C(=O)Nc1ccccc1-c1ccccc1 (stereo not given)	3%	-6	-1	10	7%	0%	1%	33%	-2%	3%	-5%
Cc1c(N)cccc1Cl	nt	13	0	-8	6%	nt	nt	3%&4%	nt	-2%&-20%	nt
CCOC(=O)c1ccc(NC(=O)C(=O)NCc2ccc(/C=C(/C#N)C(=O)NCCOC)o2)cc1	-1%	-18	-13	-8	1%	-4%	1%	-3%	-8%	-2%	5%
Cc1ccc(S(=O)(=O)O/N=C2/CCCc3occc32)cc1	-4%	-17	-6	-3	-1%	3%	3%	-10%	-2%	-1%	5%
O=c1[nH]c2cccnc2n1Cc1ccco1	5%	4	-2	-1	nt	0%	-6%	22%	-2%	-6%	0%
CCC(C)N(C(=O)COC(=O)c1ccccc1SCC(=O)N1CCCC1)C1CCS(=O)(=O)C1 (stereo not given)	0%	-8	nt	nt	0%	-3%	4%	0%	-7%	-18%	0%
CCOC(=O)c1ccc(NC(=O)CCc2nc(-c3ccccc3Cl)no2)cc1	23%	-7	-1	-6	-6%	1%	-7%	?	-4%	-20%	8%
O=C(COc1ccc(Br)cc1F)NC1CCN(Cc2ccccc2)CC1	0%	-12	-4	-46	9%	-3%	-7%	-11%	?	3%	0%

Assay outcomes deposited in PubChem BioAssay by National Center for Advancing Translational Sciences (NCATS).
